Assay outcomes from PubChem BioAssay.
Efflux pump mplx: inhibitors of Candida efflux pumps in yeast, primary screen, S. cerevisiae, Nile Red, multiplex; S. cerevisiae Candida pump triplex; 0.44% of 330,000 active; inhibition, % at 10 µM;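 active = plate passing quality check with inhibition over a set limit, or well fluorescence over plate mean plus 4 SD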;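 note: Nile Red retained in pooled yeast measured as flow cytometry median fluorescence; 0% = buffer negative control and 100% = Enniatin B positive control; higher means more Nile Red kept so more efflux inhibition; some compounds called inactive have numbers as strong as hits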
core dimer inh: inhibitors of HCV core protein dimerization, primary screen, biochemical, TR-FRET, high-throughput | inhibition, % at 5 µM | TR-FRET GST/Flag-core106 dimerization, 1536-well | 0.33% of 300,000 active;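 active = inhibition above the mean of all tested compounds plus 3 SD, set per screening campaign, cut at about 45% in these data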
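Assay system: GST-tagged and Flag-tagged HCV core protein residues 1-106 / Times: compound-protein-antibody incubation 4 h at 22.5 °C / Signal: time-resolved FRET, ex 340 nm, em 617 and 671 nm / Evaluation: % inhibition based on acceptor/donor emission ratio / Benchmarks: wells lacking GST-core106 and wells with excess unlabelled core106 / Repeats: singlicate, one well per compound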
TPT1 inhibitor: Candida albicans TPT1 enzyme inhibitors, primary screen, biochemical, fluorescence polarization; tRNA 2'-phosphotransferase TPT1 (Candida albicans SC5314); recombinant caTPT1, FP RNA substrate dephosphorylation; inhibition, % at 5 µM; 0.81% of 300,000 active;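 active = inhibition above the mean of all tested compounds plus 3 SD, set per screening campaign, cut at about 24% in these data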;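 note: plate controls were DMSO alone for no effect and ferristatin control at 100 nM for full effect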
PREPL inh: PREPL enzyme inhibitors, primary screen, biochemical, fluorescence polarization. recombinant PREPL, fluorescence polarization activity-based probe. inhibition, % at 5.96 µM. 0.68% of 320,000 active. AID 2751, 2010; in the data active = inhibition above about 43%;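 note: 0% = enzyme with DMSO and 100% = wells lacking enzyme; many of its hits are not listed in these tables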
Fh CTSL1 inh: Fasciola hepatica cathepsin L1 inhibitors, primary screen, counter-screen for PFM18AAP inhibitor project, biochemical, QFRET, fluorogenic peptide substrate | recombinant F. hepatica cathepsin L1, Z-Leu-Arg-MCA fluorescence | inhibition, % at 5.96 µM | 0.49% of 300,000 active | AID 1906, 2009;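 active = inhibition above the mean of all tested compounds plus 3 SD, set per screening campaign, cut at about 17% in these data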;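 note: 0% = plate median of test compound wells and 100% = 1 µM Z-Phe-Ala-diazomethylketone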
GASC-1 inh: inhibitors of GASC-1 histone demethylase, primary screen, biochemical, fluorescence, DELFIA europium; inhibition, % at 2.35 µM; 0.069% of 330,000 active; GST-JMJD2C(1-420) H3K9me3 demethylation;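 active = more than half of a compound's replicate wells show inhibition beyond 50%, single wells judged on their own value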;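 note: signal counts dimethyl H3K9 product captured on neutravidin plate; 0% = median of DMSO wells and 100% = 0.3 times that DMSO median; strong numbers were not always called active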
PP1 inh: PP1-alpha phosphatase inhibitors, primary screen, counter-screen for PP5 inhibitor project, biochemical, fluorescence, OMFP substrate, single point; Serine/threonine-protein phosphatase PP1-alpha catalytic subunit (Homo sapiens), P62136; purified PP1alpha; inhibition, % at 6.7 µM; 0.9% of 320,000 active;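 active = inhibition above the mean inhibition of all tested compounds plus 3 SD, computed separately for each screening campaign, cut at about 15% in these data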
Target sequence (P62136 whole entry, looked up): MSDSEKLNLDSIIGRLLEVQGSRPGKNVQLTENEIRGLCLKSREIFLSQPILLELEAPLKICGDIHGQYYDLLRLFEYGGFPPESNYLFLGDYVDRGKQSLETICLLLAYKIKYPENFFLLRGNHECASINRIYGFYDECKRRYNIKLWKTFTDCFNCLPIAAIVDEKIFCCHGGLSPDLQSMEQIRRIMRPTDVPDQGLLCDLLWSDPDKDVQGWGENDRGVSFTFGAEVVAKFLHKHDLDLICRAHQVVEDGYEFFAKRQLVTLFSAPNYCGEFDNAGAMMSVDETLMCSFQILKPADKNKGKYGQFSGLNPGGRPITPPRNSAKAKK
LYPLA2 inh: LYPLA2 inhibitors, primary screen, counter-screen for PME1 inhibitor project, biochemical, fluorescence polarization, FP-Rh probe ABPP. Acyl-protein thioesterase 2 (Homo sapiens), O95372. recombinant LYPLA2. inhibition, % at 5.9 µM. 0.38% of 320,000 active;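 active = inhibition above the screen-wide mean plus 3 SD, limit set per campaign, cut at about 26% in these data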;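 note: 0% = LYPLA2 with DMSO and 100% = wells lacking LYPLA2 enzyme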
Target sequence (O95372 whole entry, looked up): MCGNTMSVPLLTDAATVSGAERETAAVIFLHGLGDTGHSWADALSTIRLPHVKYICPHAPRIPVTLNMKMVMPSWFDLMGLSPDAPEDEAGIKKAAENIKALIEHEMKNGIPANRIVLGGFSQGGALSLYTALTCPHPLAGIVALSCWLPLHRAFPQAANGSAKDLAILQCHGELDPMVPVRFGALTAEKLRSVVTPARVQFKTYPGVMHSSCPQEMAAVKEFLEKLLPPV
PP5 inh: PP5 phosphatase inhibitors, primary screen, biochemical, fluorescence | Serine/threonine-protein phosphatase 5 (Homo sapiens), P53041 | purified PP5c, OMFP substrate fluorescence | inhibition, % at 6.7 µM | 0.18% of 320,000 active;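 active = inhibition above the campaign's mean inhibition across all tested compounds plus 3 SD, cut at about 9.5% in these data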;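 note: 0% = DMSO only and 100% = 100 µM cantharidin control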
Target sequence (P53041 whole entry, looked up): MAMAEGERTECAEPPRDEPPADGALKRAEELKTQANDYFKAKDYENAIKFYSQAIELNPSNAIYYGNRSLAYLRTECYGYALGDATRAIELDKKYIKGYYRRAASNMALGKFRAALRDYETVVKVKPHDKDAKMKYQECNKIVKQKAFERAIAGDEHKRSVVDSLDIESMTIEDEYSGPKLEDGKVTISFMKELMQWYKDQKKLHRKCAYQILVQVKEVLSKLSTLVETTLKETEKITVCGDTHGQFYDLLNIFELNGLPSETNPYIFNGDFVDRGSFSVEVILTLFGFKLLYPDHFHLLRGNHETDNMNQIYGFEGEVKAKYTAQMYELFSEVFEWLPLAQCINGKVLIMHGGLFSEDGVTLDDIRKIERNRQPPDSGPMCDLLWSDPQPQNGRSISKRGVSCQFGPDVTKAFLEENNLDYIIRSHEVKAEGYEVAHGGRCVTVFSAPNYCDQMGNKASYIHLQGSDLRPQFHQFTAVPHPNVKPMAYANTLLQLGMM
* hit, by the source's call; nt = no result given. A portion of the library; the hit share may differ from the screen's.

SMILES | Efflux pump mplx | core dimer inh | TPT1 inhibitor | PREPL inh | Fh CTSL1 inh | GASC-1 inh | PP1 inh | LYPLA2 inh | PP5 inh
Cc1cc2oc(=O)cc(CN3CCCc4ccccc43)c2cc1C | 0.1 | 15 | 48* | 25 | 1 | -4 | 6 | -5 | -0.2
CNc1nc(Nc2ccc(Br)cc2)nc(N)c1[N+](=O)[O-] | 0.0 | -3 | -4 | 6 | 3 | 5 | 1 | -16 | 0.1
Cc1ccc(CCN2CC(C(=O)N3CCN(c4ccc(F)cc4)CC3)CC2=O)cc1 (stereo not given) | 0.3 | 1 | 2 | 8 | -2 | 2 | -6 | 1 | 7.1
Brc1ccc(-c2csc3[n+]2CCCCC3)cc1 | -0.1 | -5 | 4 | 20 | 4 | -11 | 4 | -7 | -1.3
COC(=O)C1=C(C)NC(=O)NC1c1ccccc1Cl (stereo not given) | 0.1 | -10 | -1 | 7 | -1 | -20 | -3 | 5 | 3.8
COc1ccc(S(=O)(=O)N2CCCC(C(=O)O)C2)cc1 (stereo not given) | 0.2 | -4 | 2 | -2 | -3 | 21 | -2 | 0 | 3.5
CCC(=O)N(CCc1ccc(S(N)(=O)=O)cc1)C1CC(=O)N(c2ccc(OC)cc2)C1=O (stereo not given) | 0.0 | 2 | 2 | -5 | 0 | -19 | -5 | 3 | -0.7
COc1ccc(C(=O)CSc2nnc(C3CCCCC3)n2N)c(OC)c1 | 0.0 | 37 | 3 | 13 | 0 | -4 | 1 | -3 | 0.9
COC(=O)C1CCCN1C(=O)COc1ccc(Br)cc1Cl (stereo not given) | 0.2 | -2 | 2 | 8 | 4 | -4 | -3 | 3 | 1.2
COc1ccc(C(=O)CC(=O)C(=O)Nc2ccccc2OC)cc1 | 0.5 | 5 | 2 | -10 | 1 | -1 | 1 | 0 | 4.7
Cc1cc(C)nc(/N=C(\N)Nc2ccc(S(=O)(=O)Nc3nc(C)cc(C)n3)cc2)n1 | 0.0 | 3 | -2 | -3 | -3 | 16 | 1 | 7 | 3.0
CCC[C@@H](CNC)NC[C@H](Cc1ccccc1)NCCCCc1ccccc1 | 0.1 | -16 | 0 | 18 | 3 | 2 | 2 | -2 | 1.8
CC(=O)N1CCN(S(=O)(=O)c2ccc(S(=O)(=O)N3CCCC(C)C3)cc2)CC1 (stereo not given) | 0.1 | -3 | 2 | 3 | 2 | -5 | 0 | 4 | -0.6
O=C(Nc1ccc(Cc2ccncc2)cc1)c1ccc(Br)o1 | 0.1 | 3 | 0 | -1 | 4 | 4 | -1 | 6 | 3.0
CC(C)(C)C1CCC(C(=O)OCC(=O)N2CCN(C(=O)c3ccco3)CC2)CC1 (stereo not given) | 0.2 | 4 | 1 | 15 | 6 | 2 | 1 | 7 | -0.3
CCCc1oc(C(=O)O)cc1CN1CCCC1 | 0.3 | 4 | 0 | 7 | -5 | -1 | 2 | -5 | 0.3
CCNC(=O)COc1ccc(Br)cc1Cl | 0.0 | 1 | -3 | 2 | 1 | 6 | -2 | 4 | 1.6
Cc1cccc(OCC(=O)NNc2c3ccccc3nc3ccccc23)c1 | -0.2 | -8 | 1 | 23 | 0 | -2 | 6 | 1 | 2.8
C/C(=N\Nc1ccc(Cl)c(Cl)c1)c1ccc(-n2ccnc2)cc1 | -0.2 | -2 | 2 | 29 | -5 | -38 | 9 | -5 | 1.3
CCn1c(SCC(=O)NC2CC2)nnc1-c1ccc(C)cc1 | -0.1 | -7 | -1 | 1 | -1 | 8 | -2 | 7 | -0.1
CN(C)CCOCCOc1ccccc1-c1ccccc1 | -0.2 | -2 | 1 | 9 | 0 | 4 | -4 | -4 | 5.5
OCCCNc1nc(-c2ccc(Cl)cc2)nnc1-c1ccccc1 | 0.2 | -2 | 0 | 13 | 2 | 0 | 0 | 5 | 1.7
O=C(CSc1nnc(C2COc3ccccc3O2)o1)NC1CCCCC1 (stereo not given) | -0.2 | 5 | -4 | 13 | 2 | -6 | -3 | 5 | 3.3
O=C(O)C1CC1c1ccc(Br)cc1 (stereo not given) | -0.1 | -1 | -4 | -2 | -2 | 28 | 1 | -2 | -0.9
CC1CCCCC1NC(=O)CSc1nnc(CNC(=O)c2ccccc2)n1C (stereo not given) | 0.0 | -1 | 0 | 6 | -3 | -2 | -4 | 0 | 0.1
CS(=O)(=O)Nc1ccc(N2CCN(c3ccc(C(F)(F)F)cn3)CC2)nc1 | 0.2 | 2 | 3 | 17 | 3 | -16 | -4 | 84* | 4.2
CCOC(=O)N1CCN(C(=O)CSc2nnc(-c3cccc(OC)c3)o2)CC1 | 0.0 | -3 | -7 | 10 | 0 | -4 | -1 | 2 | 0.2
COc1ccc(Nc2ncnc3c2cnn3-c2ccccc2)cc1OC | 0.5 | -6 | 2 | 6 | 0 | 12 | 1 | 1 | 5.1
COc1ccc(CCNC(=O)c2cc(=O)c3cc(C)ccc3o2)cc1OC | 0.0 | -5 | -3 | 4 | 5 | 0 | -1 | 4 | 1.8
CCC(=O)OCC(=O)N=c1sccn1Cc1ccc(C)cc1 | 0.1 | 6 | 1 | 1 | -1 | 7 | -4 | -1 | 0.8
COc1ccc(C)cc1Nc1n[n+](-c2ccccc2)c(-c2ccc(NC(C)=O)cc2)s1 | -0.1 | -7 | 6 | 23 | 6 | 4 | 7 | -2 | 3.2
CC/C(C)=N/NS(=O)(=O)c1ccc(C)c([N+](=O)[O-])c1 | -0.1 | -1 | -1 | 10 | 2 | 0 | -1 | 13 | -0.4
CC(C)(C)N1CC(c2nc3ccccc3n2Cc2ccc(Cl)cc2)CC1=O (stereo not given) | 0.0 | -1 | 0 | 13 | 4 | 8 | 3 | -10 | 0.2
CCn1c(=O)cc(OCC(=O)NCC2CCCO2)c2ccccc21 (stereo not given) | 0.0 | -2 | 1 | 3 | 1 | -36 | -4 | -1 | 1.0
O=C1CCC/C(=N/NC(=O)c2ccc(CN3c4cccc5cccc(c45)S3(=O)=O)cc2)C1 | -0.2 | 31 | 1 | -4 | 1 | -7 | 3 | 57* | -0.7
Brc1ccc(N/N=C(/N=Nc2nn[nH]n2)c2ccccc2)cc1 | 0.1 | 1 | 1 | 25 | 8 | nt | 19* | 17 | 6.1
CCOC(=O)c1cnc2ccc(Br)cc2c1NCCCN1CCOCC1 | -0.1 | 8 | 0 | 0 | -5 | -7 | -3 | 4 | 0.5
CN(C)CC(C)(C)CNC(=S)Nc1cc(S(=O)(=O)N2CCOCC2)ccc1Cl | 0.1 | 1 | 2 | -6 | -2 | 15 | -2 | 4 | 0.8
COc1ccccc1C1CCN(Cc2c(C)[nH]c3ccccc23)CC1 | 0.9* | 0 | 11 | -6 | -1 | -15 | -4 | -5 | -0.9
c1ccc2c(c1)[nH]c1c(N3CCN(C4CCCCC4)CC3)ncnc12 | 0.3 | -2 | 2 | 20 | 1 | -16 | -5 | -2 | -2.8

10 structures out of the list, arranged by length of the SMILES, ascending.
SMILES | Efflux pump mplx | core dimer inh | TPT1 inhibitor | PREPL inh | Fh CTSL1 inh | GASC-1 inh | PP1 inh | LYPLA2 inh | PP5 inh
CCC(=O)OCC(=O)N=c1sccn1Cc1ccc(C)cc1 | 0.1 | 6 | 1 | 1 | -1 | 7 | -4 | -1 | 0.8
CCn1c(=O)cc(OCC(=O)NCC2CCCO2)c2ccccc21 (stereo not given) | 0.0 | -2 | 1 | 3 | 1 | -36 | -4 | -1 | 1.0
COc1ccccc1C1CCN(Cc2c(C)[nH]c3ccccc23)CC1 | 0.9* | 0 | 11 | -6 | -1 | -15 | -4 | -5 | -0.9
Brc1ccc(N/N=C(/N=Nc2nn[nH]n2)c2ccccc2)cc1 | 0.1 | 1 | 1 | 25 | 8 | nt | 19* | 17 | 6.1
COc1ccc(CCNC(=O)c2cc(=O)c3cc(C)ccc3o2)cc1OC | 0.0 | -5 | -3 | 4 | 5 | 0 | -1 | 4 | 1.8
c1ccc2c(c1)[nH]c1c(N3CCN(C4CCCCC4)CC3)ncnc12 | 0.3 | -2 | 2 | 20 | 1 | -16 | -5 | -2 | -2.8
CC/C(C)=N/NS(=O)(=O)c1ccc(C)c([N+](=O)[O-])c1 | -0.1 | -1 | -1 | 10 | 2 | 0 | -1 | 13 | -0.4
CN(C)CC(C)(C)CNC(=S)Nc1cc(S(=O)(=O)N2CCOCC2)ccc1Cl | 0.1 | 1 | 2 | -6 | -2 | 15 | -2 | 4 | 0.8
COc1ccc(C)cc1Nc1n[n+](-c2ccccc2)c(-c2ccc(NC(C)=O)cc2)s1 | -0.1 | -7 | 6 | 23 | 6 | 4 | 7 | -2 | 3.2
O=C1CCC/C(=N/NC(=O)c2ccc(CN3c4cccc5cccc(c45)S3(=O)=O)cc2)C1 | -0.2 | 31 | 1 | -4 | 1 | -7 | 3 | 57* | -0.7

(list continues)
SMILES | Efflux pump mplx | core dimer inh | TPT1 inhibitor | PREPL inh | Fh CTSL1 inh | GASC-1 inh | PP1 inh | LYPLA2 inh | PP5 inh
CN(CC(=O)Nc1ccccc1Cl)C(=O)COC(=O)C1CCN(c2ccc(C(F)(F)F)cn2)CC1 | 0.0 | 2 | -4 | -10 | -3 | 4 | -5 | 2 | 1.0
Cc1[nH]nc(N)c1N=Nc1ccc(Br)cc1 | 0.3 | -4 | 2 | 27 | 6 | -1 | -4 | -1 | 1.2
O=C(CCCCC(=O)NCCCc1ccccc1)NCCCc1ccccc1 | 0.2 | -11 | -2 | -28 | 0 | -8 | 1 | 1 | -0.7
C=CCOc1ccc(Cl)cc1CNC1CCCC1 | -0.1 | -25 | -4 | 22 | -5 | 2 | 0 | 10 | 0.9
Cc1cnc(C(=O)OC(C)C(=O)Nc2cccc3ccccc23)cn1 (stereo not given) | 0.0 | -7 | -1 | 16 | -5 | -1 | -2 | 7 | 1.7
CSc1ncccc1C(=O)NC1CC(C)(C)Cc2c1cnn2-c1ccccc1C (stereo not given) | 0.0 | -4 | -2 | 0 | -2 | 10 | -4 | -4 | -0.6
CC(C)Cc1nc(Nc2ccc(S(=O)(=O)N3CCCC3)cc2)c2nnn(Cc3ccccc3)c2n1 | 0.3 | 13 | 0 | -3 | 6 | 1 | 5 | -20 | 5.8
Cc1cc(NC(=S)N(CCCN2CCOCC2)Cc2ccco2)ccc1Cl | -0.2 | -6 | -2 | 3 | 2 | 22 | -1 | 6 | 1.1
N#C/C(=C1/CCCCCN1)c1nc2ccccc2s1 | 0.0 | 16 | 20 | -8 | 5 | 3 | 2 | 1 | 0.2
Cc1ccc(N2C(=O)c3cccc4c([N+](=O)[O-])ccc(c34)C2=O)c2cccnc12 | 0.1 | 3 | 8 | -4 | -2 | -3 | -1 | -3 | -0.7
O=C(NCCCN1CCCC1=O)c1sc2ccccc2c1Cl | 0.3 | -1 | 1 | 8 | -2 | -3 | -9 | 1 | 1.0
